OPRM1-OPRD1 ag: agonists of human mu-delta opioid receptor heterodimerization | P35372+P41143 | cells, OPRM1-OPRD1 heterodimerization, luminescence | activation, % at 9.3 µM | 340,000 compounds, 0.3% hits | AID 504326; in the data active means activation above about 18%;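 further: 0% = vehicle-treated cells and 100% = reference agonist; values of inactives mirror those of a sister screen read the other way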
PKA-R2B act: activators of human PKA-R2B complex; activation, % at 11.4 µM; P22694+P31323; 340,000 compounds, 0.079% hits; PKA-R2B holoenzyme dissociation, Cy5-IP20 fluorescence polarization; R2B truncated from residue 108, S112A mutant; 0% DMSO only, 100% 113 µM cGMP;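 active means activation above a cutoff set at the mean over all compounds plus 3 SD, cut at about 18% in these data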;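 further: higher means more holoenzyme dissociation and a rise in polarization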
Target sequence (P31323 whole entry, looked up, other chains not shown, the tested form may be a part): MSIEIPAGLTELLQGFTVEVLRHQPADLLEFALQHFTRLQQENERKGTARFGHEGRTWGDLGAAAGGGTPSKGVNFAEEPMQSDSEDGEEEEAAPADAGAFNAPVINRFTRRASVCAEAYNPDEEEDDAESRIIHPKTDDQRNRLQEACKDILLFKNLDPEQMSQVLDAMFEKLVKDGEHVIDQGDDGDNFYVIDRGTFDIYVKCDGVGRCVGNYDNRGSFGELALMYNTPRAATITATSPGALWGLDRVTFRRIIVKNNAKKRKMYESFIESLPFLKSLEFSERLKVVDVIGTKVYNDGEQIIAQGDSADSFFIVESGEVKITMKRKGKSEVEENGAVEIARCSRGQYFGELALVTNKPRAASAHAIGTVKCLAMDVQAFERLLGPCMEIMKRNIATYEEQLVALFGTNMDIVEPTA
MOR-DOR inv ag: mu-delta opioid heterodimer inverse agonism; P35372+P41143; cell-based MOR-DOR heterodimer luminescence; inhibition, % at 9.3 µM; 340,000 compounds, 0.21% hits; AID 504357; in the data active means inhibition above about 22%, passing the limit was not always enough;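 further: 0% = cells with DMSO and 100% = wells without cells with DMSO; values of inactives mirror those of a sister screen read the other way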
HTR5A inv ag: counter-screen for OPRM1-OPRD1 inverse agonists: human HTR5A inverse agonism | 340,000 compounds, 0.083% hits | P47898 | AID 504634 | inhibition, % at 9.3 µM | HTR5A cell line, luminescence; in the data active means inhibition mostly above about 23%, no sharp cut-off; inactive means mostly below about 18%;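 further: 0% = cells with DMSO and 100% = no-cell wells with DMSO; some compounds called inactive have numbers as strong as hits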
HTR5A ag: HTR5A agonism, opioid heterodimer counter-screen | activation, % at 9.3 µM | HTR5A agonist assay, luminescence, cell-based | 340,000 compounds, 0.61% hits | AID 504692; in the data active means activation mostly above about 9.5%, no sharp cut-off; inactive means mostly below about 7.6%;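 further: 0% = cells with vehicle only and 100% = reference agonist; strong numbers were not always called active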
DAGLB inh: diacylglycerol lipase beta (human) inhibition | Q8NCG7 | inhibition, % at 5.17 µM | 340,000 compounds, 0.059% hits | HEK293T DAGLB membrane lysate, EnzChek fluorogenic substrate; in the data active means inhibition above about 34%;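 further: 0% = enzyme with vehicle and 100% = wells lacking enzyme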
Target sequence (Q8NCG7 whole entry, looked up): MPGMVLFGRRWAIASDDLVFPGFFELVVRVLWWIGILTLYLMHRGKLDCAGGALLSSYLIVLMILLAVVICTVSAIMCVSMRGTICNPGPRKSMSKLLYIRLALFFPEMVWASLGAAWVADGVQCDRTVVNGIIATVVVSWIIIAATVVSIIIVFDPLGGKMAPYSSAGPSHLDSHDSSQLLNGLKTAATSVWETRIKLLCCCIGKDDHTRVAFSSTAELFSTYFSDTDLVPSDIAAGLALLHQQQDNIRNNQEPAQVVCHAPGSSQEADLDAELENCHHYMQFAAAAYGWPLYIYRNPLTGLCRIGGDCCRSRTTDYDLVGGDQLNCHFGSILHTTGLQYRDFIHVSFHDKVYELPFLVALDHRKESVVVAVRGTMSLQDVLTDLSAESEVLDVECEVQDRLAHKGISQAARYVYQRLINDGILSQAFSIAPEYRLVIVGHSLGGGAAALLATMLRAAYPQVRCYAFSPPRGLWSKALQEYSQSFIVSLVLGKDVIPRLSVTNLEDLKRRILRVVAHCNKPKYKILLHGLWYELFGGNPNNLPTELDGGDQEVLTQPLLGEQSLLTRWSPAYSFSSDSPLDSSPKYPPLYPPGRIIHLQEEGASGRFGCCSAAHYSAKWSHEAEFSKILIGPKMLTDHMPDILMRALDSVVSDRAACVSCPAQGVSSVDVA
Pemphigus Ab inh: human desmoglein-3 autoantibody binding inhibition. P32926. AID 588358. DSG3-coupled beads, scFv-anti-DSG3-GFP binding, flow cytometry; stronger effect = lower value. binding (percent of control), % at 10 µM. 310,000 compounds, 0.48% hits;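 active means binding more than 3 SD below its plate's average and above zero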;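 further: hits lower antibody fragment binding to DSG3; some compounds called inactive have numbers as strong as hits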
Arr AP2 block: human beta-arrestin and AP2 interaction inhibition; inhibition, % at 10 µM; FITC-arrestin peptide / GST-AP2 beads, flow cytometry; AP2 beta2 appendage carries R879A mutation; 340,000 compounds, 0.31% hits;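 active means inhibition above a set limit, near 3 SD of compounds lacking own fluorescence, cut at about 54% in these data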;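 further: plate controls were DMSO wells for no effect and 5 µM unlabelled arrestin peptide for full effect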
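Assay system: GST-AP2 R879A bound to glutathione beads, E. coli-expressed; Medium: PBS with 0.05% Tween 20 and 0.1% BSA; Also added: fluorescein-tagged arrestin peptide at 50 nM final; Timing: 12 min plus 1 h, RT; Measured by: flow cytometry, FL1 (488/535 nm); Evaluation: percent drop in bead-associated FITC signal.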
PKA-R1A activ: activators of PKA-R1A complex. P00514+P68181. PKA-R1A dissociation, Cy5-IP20 fluorescence polarization; scaled: DMSO 0%, 113 µM cGMP 100%. activation, % at 11.4 µM. 340,000 compounds, 0.083% hits. AID 504707;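 active means percent activation above the mean of all tested compounds plus 3 SD, cut at about 19% in these data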;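 further: higher means more PKAc released from R1A so a rise in polarization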
V-ATPase pH: alters yeast V-ATPase proton transport; S. cerevisiae, pHLuorin cytosolic pH fluorescence; response, % at 10 µM; 350,000 compounds, 0.37% hits; AID 504577; in the data active means response mostly above about 7.3%, no sharp cut-off; inactive means mostly below about 5.4%; further: actives read high; inactives centre near 0; some compounds called inactive have numbers as strong as hits; reference of the scale not given here
Active calls of the source: *; nt = not tested or not shown.

SMILES	OPRM1-OPRD1 ag	PKA-R2B act	MOR-DOR inv ag	HTR5A inv ag	HTR5A ag	DAGLB inh	Pemphigus Ab inh	Arr AP2 block	PKA-R1A activ	V-ATPase pH
CCc1nnc(NC(=O)Cn2nc(-c3ccccc3OC)ccc2=O)s1	-0.6	4	3	-45	-2	1	99	-2	-9	2
Cc1ccc(S(=O)(=O)CCC(=O)OC(C)C(=O)NC2CCCCC2C)cc1 (configuration not stated)	-1.8	-6	10	9	-4	-3	125	-12	4	1
Cc1ccc(C2=NN(CCC(=O)NCCCN3CCOCC3)C(=O)CC2)cc1	-1.9	2	10	21	-5	0	104	27	-12	-2
CCN(Cc1ccccc1)S(=O)(=O)c1cc(C(=O)NC(C)C2CC3CCC2C3)ccc1OC (configuration not stated)	3.7	-6	-19	-2	1	-5	142	0	-5	5
C=C(C)CNC(=S)Nc1nc2c(cc1C(=O)OCC)CCCC2	-1.2	0	6	5	-2	-4	103	21	-8	-6
CN(C(=O)Nc1cnc2ccccc2c1)c1ccccc1	-0.2	3	1	-29	10	2	98	-9	6	-1
CCOc1ccc(Cl)cc1CNCCCSc1ncccn1	-0.9	-10	4	-4	1	-1	106	-11	1	-3
S=C(Cc1ccc(Cl)cc1)N1CCOCC1	-1.9	-6	11	7	-2	0	105	24	-5	1
COCCN(Cc1cn[nH]c1-c1ccc2cc(OC)ccc2c1)C(C)C	-2.1	3	10	6	-2	-1	124	2	0	3
O=C(CSc1nnc(NC(=O)c2c(F)cccc2F)s1)NC1CCCC1	-3.6	-5	19	-15	6	1	108	-3	-7	6
CC(=O)c1ccc(S(=O)(=O)Nc2ccc3c(c2)OCO3)cc1	-2.5	-2	10	8	-1	-2	101	11	-3	5
CCc1ccc2[nH]c(=O)c(C3C(C#N)=C(N)Oc4c3ccc3cccnc43)cc2c1 (configuration not stated)	2.3	7	-11	5	-2	44*	94	3	-7	-6
CC1Cc2ccccc2N1c1ncnc2c1nnn2Cc1ccccc1Cl (configuration not stated)	0.3	9	-1	22	5	-1	nt	0	10	-2
O=C(Cn1c(C(F)(F)F)nc2ccccc21)N1CCCC1	nt	-3	nt	nt	nt	-2	nt	3	-5	2
COc1ccc(C(=O)/C=C(\N)C(F)(F)F)c(O)c1	0.3	-13	-2	-19	4	1	105	-3	-1	3
COc1ccc(/C(C)=N/NC(=S)Nc2cc(C)ccc2C)cc1	-0.3	-17	1	5	-2	-3	100	28	-17	7
CC(=O)NC(CC(=O)O)c1ccc(F)cc1 (configuration not stated)	-1.6	-16	8	3	-1	0	103	3	-2	0
COc1cc(OC)c2ccc(=O)oc2c1C(CC(=O)N1CCCC(C)C1)c1ccc2c(c1)OCO2 (configuration not stated)	-4.3	-12	20	0	2	4	104	-1	-8	7
CC1(C)CC(CC(=O)O)C(=O)O1 (configuration not stated)	-1.0	-3	5	7	-2	-1	nt	28	-2	-3
CCOc1ccc(CC(=O)NCC2(N3CCCCC3)CCCCC2)cc1	-0.1	4	0	-5	2	0	114	-3	4	0
CC1SC(C)C(=O)N(CC(=O)NC2CCCCC2)C1=O (configuration not stated)	-3.5	-3	16	11	-3	2	93	11	-16	-3
Cc1ccc(C)c2[nH]c(=O)c(CN(Cc3cccnc3)C(=S)NCc3ccco3)cc12	-2.2	-2	12	0	0	1	98	17	-5	2
N#Cc1ccc(OCC(=O)Nc2ccc3[nH]c(=O)[nH]c3c2)cc1	-2.0	5	13	13	-6	-1	102	25	5	-2
CCc1nnc(NC(=O)c2ccc(COc3ccccc3Cl)o2)s1	-2.2	14	12	-1	0	0	104	2	5	-3
CC(C)CC(=O)c1c[nH]c(C(=O)NCCc2ccccn2)c1	-0.1	-4	0	-14	6	3	100	2	0	1
O=C(NCC(O)CN1CCOCC1)c1ccc([N+](=O)[O-])cc1 (configuration not stated)	-3.7	-1	17	-3	-4	2	95	nt	-1	-1
COc1cccc(CSc2nnc(C(F)(F)F)n2Cc2ccc(F)cc2)c1	1.1	-2	-6	-20	-1	-5	nt	14	-2	1
COc1ccc(C(=O)NCC(=O)OC2CCCCC2=O)cc1 (configuration not stated)	-1.0	-2	6	-19	-4	2	70	1	-2	0
COc1ccc(S(=O)(=O)NNC(=O)Nc2ccccc2OC)c(OC)c1	-0.1	1	1	-30	-1	-2	102	48	4	0
O=C(COC(=O)CNS(=O)(=O)c1ccc(F)c(F)c1F)NCCc1ccccc1	-3.0	-13	17	-7	6	-3	104	-6	-6	3
O=C(NCCCO)c1ccc2[nH]c3c(c2c1)CCCC3	-2.6	-3	12	12	-1	-1	99	22	-4	-1
CCC(C)(C(=O)NC1CCCCC1)N(Cc1cccs1)C(=O)c1ccc(=O)[nH]c1 (configuration not stated)	2.5	-5	-15	16	-6	-1	102	0	-11	1
CNc1ncc(Cc2ccccc2)s1	-1.3	2	7	-15	0	2	114	1	5	-1
COc1ccc(C(=O)NCc2cccc(Cl)c2)cc1S(=O)(=O)N1CCOCC1	-2.8	3	12	6	-2	-3	100	24	0	0
Cc1ccc(OCCC(=O)NNC(=O)c2ccccc2F)cc1	-1.9	0	7	11	2	2	nt	3	4	2
COc1ccccc1NS(=O)(=O)c1cccc(N=C2N=C(N)c3ccccc32)c1	-1.9	5	12	-7	3	0	86	1	-24	-5
Cc1cc(/C=N/Nc2nc(N3CCOCC3)nc(N3CCOCC3)n2)c(C)n1-c1ccccc1	-3.3	-3	18	-4	1	1	109	16	6	0
CCN(CC(=O)NCc1ccc(F)cc1)Cc1nc2ccccc2c(=O)[nH]1	-3.0	-6	18	0	-1	3	100	2	-7	-4
CCC(CC)C(=O)Nc1ccc(Sc2ccc([N+](=O)[O-])cc2)cc1	9.7	-8	-55	-11	-2	-6	102	5	11	4
O=C(CSc1nnc(-c2cccnc2)n1C1CCCCC1)NC1CCCC1	-3.1	2	17	-20	-5	3	98	-4	-6	-2
COc1ccc(Cl)cc1S(=O)(=O)N1CCCC1=O	-1.9	-3	10	6	-2	-1	99	-3	2	-2
COc1ccc(C(=O)OCC2CC(c3ccccc3)=NO2)cc1OC (configuration not stated)	-2.8	-6	14	8	-3	-3	95	25	4	-7
CCOC(=O)c1cnn(-c2ncnc3sc4c(c23)CCC4)c1N	0.0	2	0	10	2	-2	101	24	6	4
CCOC(=O)N1CCN(C(=O)COC(=O)Cc2ccc(OC)cc2)CC1	-2.9	-1	15	-2	-5	-2	nt	21	-2	-2
O=C(CCCCCNC(=O)c1ccccc1)N/N=C/c1ccco1	1.7	-15	-12	-7	3	1	96	2	-17	3
CCCCCC(=O)N1C[C@H](O)[C@@H](n2cc(-c3ccc(F)cc3)nn2)C[C@@H]1c1ccccc1	nt	0	nt	nt	nt	1	104	nt	-2	0
COc1ccc(NC(=O)Cn2c(-c3ccccc3)cc(C(C)=O)c2C)c(OC)c1	-0.3	-5	2	2	-1	0	108	-4	-4	-3
Cc1cc(OCC(=O)Nc2ccccn2)c2c(C)c(C)c(=O)oc2c1	-2.8	-8	14	-15	-2	1	65	8	8	7
COc1c(C)cc(C(=O)C2CCCN(C(=O)c3cc(C4CC4)[nH]n3)C2)cc1C (configuration not stated)	-1.8	4	10	26	0	2	nt	-1	-7	2
CN(CC(=O)Nc1ccc(SC(F)F)cc1)C1CCCCC1	6.5	2	-33	-10	3	2	109	40	1	0
N#Cc1ccc(/C=N/NC(=O)CCc2ccc(S(=O)(=O)N3CCOCC3)cc2)cc1	-0.4	6	2	-11	3	2	100	15	-8	0
CCCn1c(N2CCN(S(=O)(=O)Cc3ccccc3)CC2)nc2ccccc21	-0.4	2	2	7	0	-1	56*	3	-5	2
Cc1cc(Cn2nc(-c3ccccc3C)cc2C(=O)O)on1	-1.9	-2	10	16	-1	-2	99	20	-8	2
Cc1ccc(C2C(C(=O)c3cc4ccccc4o3)=C(O)C(=O)N2CCN(C)C)o1 (configuration not stated)	-4.1	-4	21	16	-2	1	98	28	-3	0
CCOC(=O)N1CCC(NC(=O)CSc2cc(=O)n(CC)c3ccccc23)CC1	-1.4	-5	8	-15	-3	2	109	-1	-6	2
CNC(=S)N(CCc1c(C)[nH]c2ccc(Cl)cc12)Cc1cccnc1	-3.7	0	18	-13	3	2	104	24	-10	-2
O=c1c2ccccc2c(-c2ccc(O)cc2)nn1-c1cccc(C(F)(F)F)c1	1.1	2	-5	-12	4	-11	100	-22	-11	2
Cc1csc(NC(=O)c2ccc(S(=O)(=O)N(C)c3ccccc3)cc2)n1	-0.3	-8	1	16	-3	-3	nt	19	-7	8
O=C(COC(=O)Cn1cnc2ccccc2c1=O)NNC(=O)c1ccc(Br)cc1	-3.2	1	17	-8	2	0	118	0	-10	0
CC1=CC(=O)CC(C)(C)[C@@]1(O)/C=C/[C@@H](C)O[C@@H]1O[C@H](CO)[C@@H](O)[C@H](O)[C@H]1O	-2.3	-9	13	3	-1	-2	101	20	-13	-3
Following part
SMILES	OPRM1-OPRD1 ag	PKA-R2B act	MOR-DOR inv ag	HTR5A inv ag	HTR5A ag	DAGLB inh	Pemphigus Ab inh	Arr AP2 block	PKA-R1A activ	V-ATPase pH
CSc1nc2n(n1)C(c1ccccn1)C1=C(CC(C)(C)CC1=O)N2 (configuration not stated)	-3.1	4	16	-28	-1	2	105	1	-2	-2
C/C=C(\NC(C)=O)c1ccccc1	-1.5	-4	8	0	0	0	95	-4	-2	0
CCc1ccc2c(c1)C(=O)c1ccccc1C2=O	5.5	-7	-39	-12	4	-7	97	-8	-10	1
CCOCCCNc1nc(C(F)(F)F)nc2c1nnn2Cc1ccccc1Cl	5.7	3	-28	-5	1	-6	104	10	0	6
S=C(NCCc1ccccc1)Nc1nccs1	0.7	-1	-4	-17	6	-1	102	5	-3	3
Cc1cccc(CN2C(=O)N/C(=C/c3ccc(C)s3)C2=O)c1	3.1	10	-19	-12	2	1	119	-9	-6	3
O=c1c2[nH]cnc2n(-c2cccc(Br)c2)c(=O)n1Cc1ccccc1	-1.1	-2	5	-1	0	-1	110	17	6	-3
COc1ccccc1CC(=O)Nc1ccc(S(=O)(=O)N2CCCCC2)cc1	2.2	2	-18	-10	2	-3	114	15	-2	-3
CC1CCN(Cc2nnnn2-c2cccc([N+](=O)[O-])c2)CC1	0.5	-2	-3	-3	1	-4	99	25	5	0
CCN(Cc1ccccc1)C(c1cc2cc(C)cc(C)c2[nH]c1=O)c1nnnn1CCOC (configuration not stated)	0.0	1	0	-13	5	1	95	5	-16	0
CCN1CCN(c2cc(C)c3cc(NC(=S)NCCCOC)ccc3n2)CC1	-0.9	8	4	-12	3	2	106	-2	-2	4

Retrieved one by one from the entries so far (two):
SMILES	OPRM1-OPRD1 ag	PKA-R2B act	MOR-DOR inv ag	HTR5A inv ag	HTR5A ag	DAGLB inh	Pemphigus Ab inh	Arr AP2 block	PKA-R1A activ	V-ATPase pH
CC(=O)NC(CC(=O)O)c1ccc(F)cc1 (configuration not stated)	-1.6	-16	8	3	-1	0	103	3	-2	0
CNC(=S)N(CCc1c(C)[nH]c2ccc(Cl)cc12)Cc1cccnc1	-3.7	0	18	-13	3	2	104	24	-10	-2
